Screens deposited in PubChem BioAssay by National Center for Advancing Translational Sciences (NCATS).
aSyn yeast inh = alpha-synuclein toxicity inhibition in yeast; Yeast expressing alpha-synuclein, growth rescue, BacTiter-Glo, 24 h; Potency, µM (series often up to 46.1 µM), without a hit: at the highest dose growth rescue (activation), hits mostly activators; 0.14% of 370,000 active; AID 652106; also: potency is read from the fitted curve at half-maximal effect; % of control where 0% means no effect; nearly all actives have a fitted effect of over 65% in size
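Screening used galactose-induced yeast with toxic alpha-synuclein levels, exposed to compound for 24 hr at 30 deg C. Cell growth, read with BacTiter-Glo luminescence, gave the measured signal.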
GLP1R inv ag = GLP-1 receptor (human) inverse agonism | P43220 | HEK293 GLP-1R CRE-luciferase, luminescence, 24 h; GLP-1R form is constitutively active | Potency, µM (highest dose often 38.3 µM), for the others: at the highest dose activity change, negative = inhibition, hits mostly inhibitors | 1.6% of 410,000 active | AID 624417; also: potency is read from the fitted curve at half-maximal effect; % is scaled to controls: 0 for no effect and ±100 for the full control effect; nearly all actives have a fitted effect of over 55% in size
Target sequence (P43220 whole entry, looked up): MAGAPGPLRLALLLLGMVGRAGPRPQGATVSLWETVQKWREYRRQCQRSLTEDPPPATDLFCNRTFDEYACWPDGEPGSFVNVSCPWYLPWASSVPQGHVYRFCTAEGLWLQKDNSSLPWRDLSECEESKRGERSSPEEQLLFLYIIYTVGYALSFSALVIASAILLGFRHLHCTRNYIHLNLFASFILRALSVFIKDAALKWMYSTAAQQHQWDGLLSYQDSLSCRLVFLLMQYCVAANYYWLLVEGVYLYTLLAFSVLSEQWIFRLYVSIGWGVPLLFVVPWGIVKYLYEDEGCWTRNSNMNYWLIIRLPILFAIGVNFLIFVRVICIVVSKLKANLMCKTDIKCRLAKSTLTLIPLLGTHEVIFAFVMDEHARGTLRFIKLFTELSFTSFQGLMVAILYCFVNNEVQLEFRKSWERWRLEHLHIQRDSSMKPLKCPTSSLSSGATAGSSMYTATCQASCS
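HEK293 cells stably co-expressing constitutively active GLP-1R and a cAMP-responsive luciferase reporter were seeded in DMEM with 10% Nu serum, given compounds after 12 h, and incubated 24 h at 37 deg C. Luminescence was then read.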
D3 antag = D3 dopamine receptor (human) antagonism; D3R cells, DiscoveRx beta-arrestin luminescence, antagonist mode; hits give low values; max response, negative = inhibition, %; AID 652054; 2.5% of 360,000 active; P35462; in the data active = max response below about -50%; inconclusive = no clear call, values can overlap the other calls; also: % is scaled to controls: 0 for no effect and ±100 for the full control effect; mostly tested at two doses, the higher about 12 µM
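Cells expressing the human receptor were seeded at 1500 cells/well, incubated overnight at 37 degrees C in 5% CO2, then exposed to library compounds with dopamine controls for 90 minutes at 37 degrees C before luminescent detection.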
DRD3 agonist = D3 dopamine receptor (human) agonism; max activation, %; P35462; D3R DiscoveRx beta-arrestin cells, luminescence, 90 min; 0.58% of 410,000 active; in the data active = max activation above about 30%; also: 0% is about no effect; mostly tested at two doses, the higher about 12 µM
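Agonist mode: compounds and dopamine controls were applied to plated cells for 90 min at 37 degrees C after an overnight attachment at 1500 cells/well. Luminescent read-out followed 30 - 60 minutes at room temperature with DiscoveRx detection reagent.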
GLP1R cytotox = cytotoxicity in counter-screen for GLP-1R inverse agonists; AID 624418; Potency, µM (series often up to 38.3 µM), for the others: at the highest dose activity change, negative = inhibition, hits mostly inhibitors; HEK293 cAMP-luciferase reporter cells, luminescence, 24 h; 0.13% of 410,000 active;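 also: loss of luciferase light is scored as toxicity; potency is read from the fitted curve at half-maximal effect; % is scaled to controls: 0 for no effect and ±100 for the full control effect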
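Step one: seed cells (200 cells/uL, DMEM with 10% Nu serum, 1% pen-strep). Step two: 12-hour incubation at 37 deg C. Step three: pin 23 nL compound, incubate 24 hr. Step four: add luciferase reagent, read luminescence 12 min later.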
PTHR1 ag = activates the human parathyroid hormone receptor PTHR1. Q03431. HEK293 GP2 PTHR1 cells, GloSensor cAMP luminescence, 1 h. Potency, µM (highest dose often 115 µM), without a hit: at the highest dose activation, hits mostly activators. 0.075% of 410,000 active; also: potency is read from the fitted curve at half-maximal effect; nearly all actives have a fitted effect of over 55% in size; some results filed as inactive show a strong effect at the top dose; inactives centre near -15; many of its hits are not listed in these tables
Target sequence (Q03431 whole entry, looked up): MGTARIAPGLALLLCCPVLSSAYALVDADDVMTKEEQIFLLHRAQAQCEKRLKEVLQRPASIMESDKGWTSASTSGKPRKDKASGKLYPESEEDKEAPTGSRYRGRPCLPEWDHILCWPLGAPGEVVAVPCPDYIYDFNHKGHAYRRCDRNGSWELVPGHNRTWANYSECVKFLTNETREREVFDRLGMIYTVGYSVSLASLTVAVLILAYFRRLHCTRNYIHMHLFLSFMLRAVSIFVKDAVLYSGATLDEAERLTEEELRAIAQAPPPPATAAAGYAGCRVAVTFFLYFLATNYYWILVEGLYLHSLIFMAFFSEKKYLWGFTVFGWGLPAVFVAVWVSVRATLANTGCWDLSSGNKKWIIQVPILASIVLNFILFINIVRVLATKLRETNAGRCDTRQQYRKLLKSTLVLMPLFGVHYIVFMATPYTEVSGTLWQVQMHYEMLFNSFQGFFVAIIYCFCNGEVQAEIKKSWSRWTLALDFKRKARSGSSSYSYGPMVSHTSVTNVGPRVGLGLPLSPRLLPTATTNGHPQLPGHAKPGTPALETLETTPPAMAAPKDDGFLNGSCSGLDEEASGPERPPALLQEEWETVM
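HEK-293-derived GP2 cells expressing PTHR1 and a GloSensor cAMP reporter, 3,000/well, plated overnight, given luciferin plus IBMX (each 0.5 mM as added) for 1 h at 37 °C, then compound for 1 h at 37 °C. Luminescence was read after 15 min at room temperature.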
KB-V1 cytotox = KB-V1 MDR subline cytotoxicity; KB-V1 MDR cells viability, CellTiter-Glo, 72 h; Potency, µM (highest dose often 46.1 µM), inactives show at the top dose activity change, negative = cytotoxicity, hits mostly cytotoxic; 3.4% of 400,000 active; also: potency is read from the fitted curve at half-maximal effect; % is scaled to controls: 0 for no effect and ±100 for the full control effect; nearly all actives have a fitted effect of over 60% in size
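Potencies derive from concentration-effect curves fitted to normalized luminescence (CellTiter-Glo) of KB-V1 cells treated for 72 h at 37 degrees C in phenol-red-free DMEM containing 10% FBS.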
TDP43 rescue = TDP-43 toxicity inhibition in yeast; 1.8% of 410,000 active; TDP-43 expressing yeast growth rescue, BacTiter-Glo, 24 h; Potency, µM (titrated, usually from 46.1 µM), for inactives: top-dose growth rescue (activation), most hits filed as activators; also: potency is read from the fitted curve at half-maximal effect; % of control where 0% means no effect; nearly all actives have a fitted effect of over 50% in size
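Yeast expressing TDP-43 (pregrown in raffinose, seeded at OD600=0.02 in galactose medium) exposed to compounds 24 hr at 30 deg C. Growth read by BacTiter-Glo luminescence; rescue of toxicity appears as increased signal.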
GLP1R ag = activates the human GLP-1 receptor. P43220. HEK293 GLP-1R CRE-luciferase, luminescence, 4-6 h; cells express a hypersensitive GLP-1R form. Potency, µM (highest dose often 45.6 µM), inactives show at the highest dose activation, actives largely listed as activators. AID 624172. 0.007% of 380,000 active; also: potency is read from the fitted curve at half-maximal effect; % of control where 0% means no effect
The depositor's hits bear a star; i = inactive; ? = inconclusive; . = no result given; & = joins results of further samples; [ ] = another dose, or the depositor's remark. Unless noted, calls follow the shape of the dose curve; as a rule, active = well fitted curve in the direction sought with a large enough effect; inconclusive = small, poorly fitted or top-dose-only effect, or another doubt; inactive = no such curve, though single readings can be large; an effect the other way counts as inactive or inconclusive. An excerpt (hit frequency here may not be typical).

Structure	aSyn yeast inh	GLP1R inv ag	D3 antag	DRD3 agonist	GLP1R cytotox	PTHR1 ag	KB-V1 cytotox	TDP43 rescue	GLP1R ag
COCCn1c(N2CCN(c3ccc(OC)cc3)CC2)nc2c1c(=O)n(C)c(=O)n2C	-3%	8%	15	4	10%	-2%[57.5 µM]	?	-23%	6%
O=C(NNC(=O)C1CC=CCC1C(=O)O)c1ccc(Cl)cc1 (stereo not drawn)	1%	9%	12	2	11%	-25%	-3%	0%	1%
CC(C)C[C@@H](CN1CCC[C@H]1CN1C(=O)C(=O)NC[C@@H]1Cc1ccccc1)N1C[C@H](Cc2ccccc2)N(CC2CCCCC2)C(=O)C1=O	8%	-3%	?	-10	-19%	-74%[inhibitor]	-5%	9%	-1%
COc1ccccc1OCCn1c(C(C)Oc2ccccc2)nc2ccccc21 (stereo not drawn)	.	?	.	-3	4%	-22%	10%	23%	.
C=C(C)C1CC=C(C)/C(=N\NC(=O)CCc2ccccc2)C1 (stereo not drawn)	-4%	?	0	-8	0%	i	-4%	-7%	5%
Cc1c(S(=O)(=O)N2CCCC(C)C2)c(=O)n(C)c(=O)n1C (stereo not drawn)	1%	28%	12	23	4%	-1%	8%	-12%	13%
CCOc1ccccc1OCCCC(=O)N1CCN(S(=O)(=O)c2cc(F)ccc2F)CC1	-4%[1.84 µM]	?	13	1	-4%	-9%	0%	?	17%
O=C(CN1CCN(c2ccccn2)CC1)N1c2ccccc2CCc2ccccc21	0%	?	-54*	1	-2%	i	5.8µM*	6%	0%
COC(=O)N/N=C/c1cc(Cl)cc(Cl)c1OCc1ccccc1F	2%	-4%	16	5	4%	-20%	0%	3%	18%
COc1cc(C2NC(=O)NC(C)=C2C(=O)OC2CCCC(C)C2)cc(Br)c1O (stereo not drawn)	8%	-14%	10	3	1%	-27%	8%	20%	-1%

The last 4 entries of the section above come first, to join the parts:
Structure	aSyn yeast inh	GLP1R inv ag	D3 antag	DRD3 agonist	GLP1R cytotox	PTHR1 ag	KB-V1 cytotox	TDP43 rescue	GLP1R ag
CCOc1ccccc1OCCCC(=O)N1CCN(S(=O)(=O)c2cc(F)ccc2F)CC1	-4%[1.84 µM]	?	13	1	-4%	-9%	0%	?	17%
O=C(CN1CCN(c2ccccn2)CC1)N1c2ccccc2CCc2ccccc21	0%	?	-54*	1	-2%	i	5.8µM*	6%	0%
COC(=O)N/N=C/c1cc(Cl)cc(Cl)c1OCc1ccccc1F	2%	-4%	16	5	4%	-20%	0%	3%	18%
COc1cc(C2NC(=O)NC(C)=C2C(=O)OC2CCCC(C)C2)cc(Br)c1O (stereo not drawn)	8%	-14%	10	3	1%	-27%	8%	20%	-1%
CCCOC(=O)CC1C(=O)NCCN1Cc1ccccc1C (stereo not drawn)	0%	-14%	0	2	-11%	i	0%	12%	1%
O=C(NC1CCCc2ccccc21)c1ccc(=O)[nH]c1 (stereo not drawn)	-1%	0%	-11	2	21%	i	0%	-5%	0%
CC1(C)Cc2c(ccc3ccccc23)C2=C(C(=O)N3CCCC3)C(=O)C(=O)N21	-9%	113%[activator]	26	6	7%	i	-23%	-39%[inhibitor]	12%
O=C(NCc1ccc2c(c1)OCO2)C(=O)NCC1OCCN1S(=O)(=O)c1ccccc1 (stereo not drawn)	2%	-2%	5	4	11%	i	-24%	-5%	5%
Cc1ccc(C(C(=O)NC2CCCC2)N(Cc2cccs2)C(=O)c2csnn2)o1 (stereo not drawn)	4%	-19%	22	0	2%	i	-14%	-1%	-9%
C=CCNC(=O)Nc1ccc(OCC)cc1	1%	5%	21	-5	?	-14%	22%	-2%	-6%
Cc1onc(-c2ccccc2Cl)c1C(=O)Nc1nc2ccc(S(C)(=O)=O)cc2s1	2%	?	-22	0	-22%	i	-28%	10%	2%
CC(C)CC1(C(=O)NCCc2c[nH]c3ccccc23)C=CCN1C(=O)c1ccccc1 (stereo not drawn)	18%	-26%	0	1	-7%	i	-9%	10%	-4%
CCOc1ccc(CNC(=O)c2ccc3c(c2)N(CC)CCS3)cc1	-1%	?	-67*	-13&-20	-9%&-4%	-28%	23%	1%&-13%	8%
O=C(NCCc1ccc(OC(F)F)cc1)C1CC(=O)N(c2ccc3c(c2)OCCO3)C1 (stereo not drawn)	11%	-23%	11	1	2%	?	0%	-3%	-5%

3 compounds already listed, arranged by SMILES length, descending.
Structure	aSyn yeast inh	GLP1R inv ag	D3 antag	DRD3 agonist	GLP1R cytotox	PTHR1 ag	KB-V1 cytotox	TDP43 rescue	GLP1R ag
CC(C)CC1(C(=O)NCCc2c[nH]c3ccccc23)C=CCN1C(=O)c1ccccc1 (stereo not drawn)	18%	-26%	0	1	-7%	i	-9%	10%	-4%
O=C(CN1CCN(c2ccccn2)CC1)N1c2ccccc2CCc2ccccc21	0%	?	-54*	1	-2%	i	5.8µM*	6%	0%
CCOc1ccc(CNC(=O)c2ccc3c(c2)N(CC)CCS3)cc1	-1%	?	-67*	-13&-20	-9%&-4%	-28%	23%	1%&-13%	8%

New compounds follow.
Structure	aSyn yeast inh	GLP1R inv ag	D3 antag	DRD3 agonist	GLP1R cytotox	PTHR1 ag	KB-V1 cytotox	TDP43 rescue	GLP1R ag
CCOC(=O)C1(Cc2cccc(OC)c2)CCN(Cc2cccc3cnccc23)CC1	-1%	?	-18	-15	6%	-17%	-3%	-11%	-5%
O=[N+]([O-])c1cccc(NC(=S)N2CCOCC2)c1	-3%	17%	20	8	-10%	i	3%	14%	32%
C[C@@H]1CCC[C@@]2(O[C@@H](CCO)C[C@H](O)[C@H]2O)O1	0%	1%	0	-7	-7%	-24%	8%	-9%	-2%
Oc1ccc(CN2CCCc3ccccc32)c2cccnc12	3%	-7%	-22	8	?	i	?	-1%	-23%
Cc1ccc(N(NC(=O)C(O)(c2ccccc2)c2ccccc2)C(=O)CCl)cc1	10%	?	3	2	?	-28%	?	11%	-14%
COc1cc(C2Nc3ccccc3NC3=C2C(=O)CC(C)(C)C3)cc(OC)c1OC(C)=O (stereo not drawn)	0%	16%	5	1	-5%	i	0%	-6%	-5%
CC(C)(C)NC(=O)C1N(c2cccnc2)C(=O)C2C(C(=O)Nc3ccccc3F)C3(C)C=CC21O3 (stereo not drawn)	-7%	0%	15	-1	-13%	0%[57.5 µM]	-12%	0%	3%
C#CC(CC)(CC)NC(=O)c1cc(S(=O)(=O)N2CCCCC2)ccc1N1CCOCC1	-9%	17%	1	-8	13%	i	?	20%	0%
O=c1oc2ccccc2cc1-c1cn2cc(Cc3ccc(Cl)cc3)sc2n1	.	-2%	.	6	4%	-3%	?	21%	-7%
O=C(O)CC12CC3CC(C1)CC(n1ncc(NCc4ccccc4Cl)c(Cl)c1=O)(C3)C2	2%	-5%	-2	6	5%	i	-4%	10%	1%

Next part
Structure	aSyn yeast inh	GLP1R inv ag	D3 antag	DRD3 agonist	GLP1R cytotox	PTHR1 ag	KB-V1 cytotox	TDP43 rescue	GLP1R ag
Nc1c(-c2nc(-c3cccs3)no2)nnn1-c1cccc(F)c1	.	8%	.	-5	0%	?	?	2%	.
CCOc1ccc(S(=O)(=O)Nc2ccc(S(=O)(=O)N3CCCCC3)cc2)cc1	.	0%	-24	-4	-11%	-2%	-4%	-2%	0%
CCN(C(=O)COC(=O)c1ccc(OCc2c(C)noc2C)cc1)c1ccccc1	29%	?	21	-4	3%	-22%	-7%	-15%	0%
O=C(NCCCn1ccnc1)c1ccccc1Cl	2%	-21%	14	7	-3%	i	22%	3%	1%
CC/C(=N/O)c1cnnc(SC)n1	-5%	45%[activator]	24	7	5%	-16%	9%	15%	11%
Cc1cc(C)cc(N=Cc2c(O)c3ccccc3oc2=O)c1	-4%	2%	-6	1	-6%	i	7%	-9%	-12%
O=C(NN=C1CCCC1)c1cc(O)cc(O)c1	2%	-17%	-3	4	-1%	-1%	-16%	15%	-1%
COc1ccc(S(=O)(=O)NC(C)C(=O)NCc2ccccn2)cc1OC (stereo not drawn)	7%	0%	1	11	-3%	i	25%	-4%	3%
CCn1c(=O)n(CC)c2cc(N)ccc21	-2%	75%[activator]	0	2	3%	i	-1%	9%	14%
CCOC(=O)N1CCc2c(sc(NCc3cccs3)c2C(=O)Nc2ccc(OC)cc2OC)C1	.	-26%	.	-10	-13%	?	.	-13%	.

Other results.
Structure	aSyn yeast inh	GLP1R inv ag	D3 antag	DRD3 agonist	GLP1R cytotox	PTHR1 ag	KB-V1 cytotox	TDP43 rescue	GLP1R ag
COc1ccc(CCN(C)C(=O)CNC(=O)c2ccc3c(c2)OCO3)cc1OC	-5%	10%	-1	-7	-2%	-58%	?	-19%	0%
CCOC(=O)C(CC)/C(C)=N\NC(=O)CCC(=O)Nc1ccc(Cl)cc1Cl (stereo not drawn)	4%	10%	8	0	-10%	i	?	20%	5%
O=C(NCc1cccnc1)c1cccc2c1C(=O)N(Cc1cccnc1)C2	9%	63%[activator]	?	-2	2%	i	?	3%	2%
Cn1c(=O)c2c(nc(NCc3ccc4c(c3)OCO4)n2Cc2ccccc2F)n(C)c1=O	0%	26%	-20	8	-4%	-10%	?	13%	6%
